GAA glycogen: inhibitors or activators of human alpha-glucosidase glycogen cleavage; P10253; recombinant GAA, glycogen substrate, Amplex Red glucose oxidase fluorescence; Potency, µM (highest dose often 76.4 µM), for the others: top-dose activity change, negative = inhibition, usual class: inhibitors; 0.38% of 300,000 active; AID 2100;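 note: 0% = full enzyme reaction and -100% = no-enzyme basal signal; the screen sought inhibitors and activators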
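Natural-substrate format: glycogen cleavage by 4 nM human enzyme, glucose read by Amplex Red coupling (Ex 573, Em 610 nm). Normalized to enzyme and no-enzyme controls.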
TexasRed fluor: Texas Red fluorescence interference in TRb-SRC2 counter-screen. TRb/SRC2 Texas Red total fluorescence interference. Potency, µM (top dose mostly 106 µM), for the others: at the highest dose fluorescence change, negative = quenching. 0.29% of 280,000 active; active = well fitted curve in either direction with a large enough effect; inconclusive = small, poorly fitted or top-dose-only effect
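Human TRb ligand-binding domain at 0.6 uM with 20 nM Texas Red SRC2 peptide in Tris buffer containing 1 uM T3 and 5% DMSO, incubated with compound 5 h at ambient temperature. Total fluorescence (555/632 nm) calculated as parallel + 2 × perpendicular.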
GAA spleen mod: inhibits or activates alpha-glucosidase in human spleen homogenate | human spleen homogenate, 4-MU-alpha-glucoside fluorescence | Potency, µM (doses to about 79.9 µM), for the others: top-dose activity change, negative = inhibition, most hits filed as inhibitors | 0.006% of 240,000 active | AID 2112;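 note: 0% = enzyme with vehicle and -100% = no enzyme basal signal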
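AC50 values come from Hill-equation fits of concentration-response data, normalized to no-enzyme and full-activity controls. Enzyme source: 1 ug human spleen homogenate; 1 mM fluorogenic 4-MU glucoside, pH 5.0 citrate buffer, 37 C, 40 min.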
TRb-SRC2 inh: inhibitors of human thyroid hormone receptor beta-SRC2 interaction; Potency, µM (doses to about 106 µM), for the others: at the highest dose activity change, negative = inhibition, most hits filed as inhibitors; P10828; TRbeta-SRC2 peptide binding, fluorescence polarization; receptor liganded with 1 µM T3; AID 1469; 0.065% of 280,000 active;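 note: plate controls were bound peptide for no effect and peptide without receptor for full effect; nearly all actives have a fitted effect of over 50% in size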
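Human TRb LBD (0.6 uM) plus Texas Red-labeled SRC2 peptide (20 nM), 1uM T3, 5% DMSO, 5 hr at ambient temperature. Decreased polarization (555/632 nm) flags inhibition; data normalized to free and bound peptide controls.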
L3MBTL1 block: L3MBTL1 (human) inhibition. Q9Y468. AlphaScreen L3MBTL1–H3K9me1 peptide binding. Potency, µM (titrated, usually from 57.1 µM), for the others: top-dose activity, negative = inhibition, hits mostly inhibitors. 0.66% of 230,000 active. AID 485360; note: nearly all actives have a fitted effect of over 60% in size
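AlphaScreen assay: L3MBTL1 (50 nM final) was preincubated 30 min at room temperature with biotinylated H3(1-15)K9me1 peptide (75 nM final), then 30 min with library compounds; streptavidin donor and nickel chelate acceptor beads (10 ug/mL final) added, 30 min dark.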
GAA inhib: blocks human lysosomal alpha-glucosidase; Potency, µM (doses to about 76.9 µM), without a hit: at the top dose activity change, negative = inhibition, actives largely listed as inhibitors; purified human GAA, 4-MU-alpha-glucoside fluorescence; P10253; AID 1466; 0.005% of 200,000 active;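 note: plate controls were uninhibited enzyme wells for no effect and no-enzyme background for full effect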
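AC50 values come from Hill fits of compound titrations (up to 77 uM) against 4 nM human enzyme. Substrate 4-methylumbelliferyl-alpha-D-pyranoside at 400 uM, pH 5.0 citrate buffer, 20 min room temperature; fluorescence Ex 365/Em 440 after alkaline stop.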
GoLoco inh red: blocks human Gai1 binding to RGS12 GoLoco peptide, red readout; P63096; Gai1:RGS12 GoLoco peptide FP, rhodamine, 10 min; Potency, µM (titrated, usually from 61.6 µM), for inactives: at the highest dose activity, negative = inhibition, hits mostly inhibitors; 0.44% of 230,000 active; AID 880; active = well fitted inhibition curve with a large enough effect, not every such curve was filed as active; inactive = no such curve, though single readings can be large or run the other way; note: nearly all actives have a fitted effect of over 30% in size; many of its hits are not listed in these tables
Target sequence (P63096 whole entry, looked up): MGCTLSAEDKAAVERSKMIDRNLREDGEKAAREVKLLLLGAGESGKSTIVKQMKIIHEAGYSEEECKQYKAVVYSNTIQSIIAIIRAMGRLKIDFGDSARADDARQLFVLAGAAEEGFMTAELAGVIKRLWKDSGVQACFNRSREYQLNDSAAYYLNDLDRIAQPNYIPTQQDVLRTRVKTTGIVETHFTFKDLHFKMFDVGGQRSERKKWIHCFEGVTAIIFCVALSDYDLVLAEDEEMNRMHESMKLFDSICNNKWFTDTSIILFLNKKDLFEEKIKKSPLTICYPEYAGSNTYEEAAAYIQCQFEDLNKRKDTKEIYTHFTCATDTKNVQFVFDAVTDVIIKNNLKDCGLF
RECQ1 inh: RECQ1 (human) helicase inhibition. 0.54% of 240,000 active. Potency, µM (titrated, usually from 57.3 µM), without a hit: top-dose activity, negative = inhibition, usual class: inhibitors. P46063. RECQ1 DNA unwinding, red fluorescence kinetic read;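 note: plate controls were vehicle for no effect and no enzyme for full effect; nearly all actives have a fitted effect of over 30% in size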
Target sequence (P46063 whole entry, looked up): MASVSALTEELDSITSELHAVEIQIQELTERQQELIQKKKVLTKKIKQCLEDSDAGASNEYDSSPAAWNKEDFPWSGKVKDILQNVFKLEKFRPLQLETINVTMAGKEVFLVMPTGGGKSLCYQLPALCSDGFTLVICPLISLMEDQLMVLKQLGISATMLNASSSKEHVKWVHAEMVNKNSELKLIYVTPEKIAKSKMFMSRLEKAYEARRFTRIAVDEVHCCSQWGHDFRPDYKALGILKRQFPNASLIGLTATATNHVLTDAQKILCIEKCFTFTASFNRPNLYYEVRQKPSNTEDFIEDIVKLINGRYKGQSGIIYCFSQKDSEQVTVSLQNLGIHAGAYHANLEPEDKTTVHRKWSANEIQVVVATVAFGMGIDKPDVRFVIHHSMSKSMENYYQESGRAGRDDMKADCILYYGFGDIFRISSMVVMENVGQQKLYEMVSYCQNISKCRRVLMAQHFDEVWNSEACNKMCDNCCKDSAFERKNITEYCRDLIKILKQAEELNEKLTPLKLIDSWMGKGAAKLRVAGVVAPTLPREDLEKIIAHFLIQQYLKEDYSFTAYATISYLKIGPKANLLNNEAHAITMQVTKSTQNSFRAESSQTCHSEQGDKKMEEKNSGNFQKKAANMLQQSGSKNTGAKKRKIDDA
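50 nM RECQ1T1 preincubated 15 min with compound in Tris pH 8.0 buffer with MgCl2, DTT, Tween-20 and 2.5 ug/ml poly(dI-dC); started with 200 nM TAMRA/BHQ-2 forked duplex and 2 mM ATP. Unwinding read as fluorescence (525/598 nm), two reads 2 h apart.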
Starred values were filed as active, the others as inactive; & = joins results of further samples; [ ] = dose if it differs, or a comment. Unless noted, calls come from the whole dose curve; as a rule, active = well fitted curve in the direction sought with a large enough effect; inconclusive = small, poorly fitted or top-dose-only effect, or another doubt; inactive = no such curve, though single readings can be large; an effect the other way counts as inactive or inconclusive. Unless noted, % is set by controls: 0 for no effect and ±100 for the full control effect; potency is the fitted concentration of half-maximal effect. This is a subset. The share of hits here may be higher or lower than overall.

`O=C(Nc1ccc(F)c(F)c1)c1ccccc1-c1ccccc1` gave GAA glycogen -4%, TexasRed fluor 2%, GAA spleen mod 2%, TRb-SRC2 inh -2%, L3MBTL1 block 8%, GAA inhib -1% and RECQ1 inh -9%.
Screening Cc1ccc2nc(-c3ccc(NC(=O)COC(=O)c4cncc(Br)c4)cc3)sc2c1 returned GAA glycogen -7%, TexasRed fluor -2%, GAA spleen mod 8%, TRb-SRC2 inh 3%, L3MBTL1 block 1%, GAA inhib 12%, GoLoco inh red 22% and RECQ1 inh inactive.
Cc1cccc(/C(N)=N/OC(=O)CCC2CCCCC2)c1 was read as GAA glycogen -2%, TexasRed fluor 1%, GAA spleen mod 3%, TRb-SRC2 inh -2%, L3MBTL1 block 44%[activator], GAA inhib 6%, GoLoco inh red 6% and RECQ1 inh inactive.
Screening Cc1ccc(NNC(=O)c2c(F)cccc2Cl)cc1C returned GAA glycogen 25µM*, TexasRed fluor 1%, GAA spleen mod -2%, TRb-SRC2 inh 3%, L3MBTL1 block -3%, GoLoco inh red 0% and RECQ1 inh inactive.
`Clc1nc2ccccc2nc1-c1ccccc1` gave GAA glycogen 3%, TexasRed fluor -1%, GAA spleen mod -21%, TRb-SRC2 inh -10%, GoLoco inh red -3% and RECQ1 inh -5%.
For Nc1ccccc1SCC(=O)Nc1nccs1 the results were GAA glycogen 8%, TexasRed fluor -6%, GAA spleen mod -4%, TRb-SRC2 inh 3%, L3MBTL1 block 2%, GAA inhib inconclusive, GoLoco inh red -30% and RECQ1 inh -4%.
Screening COc1ccccc1NS(=O)(=O)c1ccc(S(=O)(=O)N2CCOCC2)cc1 returned GAA glycogen -16%, TexasRed fluor -2%, GAA spleen mod -12%, TRb-SRC2 inh 5%, L3MBTL1 block -3%, GAA inhib inconclusive, GoLoco inh red 11% and RECQ1 inh -3%.
`O=C(O)c1ccc(Cn2c(SCc3cc(=O)n4cc(Br)ccc4n3)nc3ccsc3c2=O)cc1` gave GAA glycogen 5%, TexasRed fluor -2%, GAA spleen mod 8%, TRb-SRC2 inh 8%, L3MBTL1 block 0%, GAA inhib -2%, GoLoco inh red 9% and RECQ1 inh -9%.
`O=C(NCc1ccco1)/C(=C\c1cccs1)NC(=O)c1cccs1` gave GAA glycogen -1%, TexasRed fluor -2%, GAA spleen mod 10%, TRb-SRC2 inh 1%, GAA inhib -1%, GoLoco inh red 8% and RECQ1 inh 0%.
For COCC(=O)N1CCc2nc(-c3ccc(OC)cc3C)c3c(c2C1)CO[C@@H](c1ccccc1)C3 the results were TexasRed fluor -19%[11.2 µM], GAA spleen mod 3%[17.4 µM], TRb-SRC2 inh 8%[11.2 µM], GoLoco inh red 15%[14.2 µM] and RECQ1 inh inactive[11.5 µM].
`COC(=O)c1ccccc1SC(CC(=O)c1ccccc1)c1ccc(F)cc1` (centres undefined) gave GAA glycogen -11%, TexasRed fluor -2%, GAA spleen mod -3%, TRb-SRC2 inh 3%, GoLoco inh red 4% and RECQ1 inh -11%.
For C=CCn1c(COc2cccc3ccc(C)nc23)nnc1SCC(=O)OC the results were GAA glycogen 5%, TexasRed fluor -2%, GAA spleen mod -2%, TRb-SRC2 inh 5%, GAA inhib -3%, GoLoco inh red 8% and RECQ1 inh -2%.
`COc1ccc(OCCN2C(=O)NC(C)(c3ccc(C)cc3)C2=O)cc1` (centres undefined) gave GAA glycogen -9%, TexasRed fluor -5%, GAA spleen mod 2%, TRb-SRC2 inh -5%, L3MBTL1 block 24%, GAA inhib 3%, GoLoco inh red -27% and RECQ1 inh -5%.
`Cc1ccc(O)c(C2=NCCNC(C(F)(F)F)=C2)c1` gave GAA glycogen 12%, TexasRed fluor 2%, GAA spleen mod 1%, TRb-SRC2 inh -13%, GAA inhib -6%, GoLoco inh red 9% and RECQ1 inh -3%.
Screening C#CCOc1nc(Nc2cccc([N+](=O)[O-])c2)nc(OCC#C)n1 returned GAA glycogen -1%, TexasRed fluor -3%, GAA spleen mod 0%, TRb-SRC2 inh 2%, L3MBTL1 block -7%, GAA inhib 1%, GoLoco inh red -11% and RECQ1 inh -2%.

A draw from above in order of number of heavy atoms, largest number first.
`O=C(O)c1ccc(Cn2c(SCc3cc(=O)n4cc(Br)ccc4n3)nc3ccsc3c2=O)cc1` gave GAA glycogen 5%, TexasRed fluor -2%, GAA spleen mod 8%, TRb-SRC2 inh 8%, L3MBTL1 block 0%, GAA inhib -2%, GoLoco inh red 9% and RECQ1 inh -9%.
`COC(=O)c1ccccc1SC(CC(=O)c1ccccc1)c1ccc(F)cc1` (centres undefined) gave GAA glycogen -11%, TexasRed fluor -2%, GAA spleen mod -3%, TRb-SRC2 inh 3%, GoLoco inh red 4% and RECQ1 inh -11%.
`COc1ccc(OCCN2C(=O)NC(C)(c3ccc(C)cc3)C2=O)cc1` (centres undefined) gave GAA glycogen -9%, TexasRed fluor -5%, GAA spleen mod 2%, TRb-SRC2 inh -5%, L3MBTL1 block 24%, GAA inhib 3%, GoLoco inh red -27% and RECQ1 inh -5%.
Cc1cccc(/C(N)=N/OC(=O)CCC2CCCCC2)c1 was read as GAA glycogen -2%, TexasRed fluor 1%, GAA spleen mod 3%, TRb-SRC2 inh -2%, L3MBTL1 block 44%[activator], GAA inhib 6%, GoLoco inh red 6% and RECQ1 inh inactive.
`Clc1nc2ccccc2nc1-c1ccccc1` gave GAA glycogen 3%, TexasRed fluor -1%, GAA spleen mod -21%, TRb-SRC2 inh -10%, GoLoco inh red -3% and RECQ1 inh -5%.

Remaining list, next part.
O=c1c(C(c2ccc(F)cc2)c2c(O)nc3n(c2=O)CCCS3)c(O)nc2n1CCCS2 was read as GAA glycogen 0%, TexasRed fluor 1%, GAA spleen mod 5%, TRb-SRC2 inh -3%, L3MBTL1 block -3%, GoLoco inh red -13% and RECQ1 inh -3%.
`COCCNC(=O)c1sc2ncn(CC(=O)N3CCCCC3)c(=O)c2c1C` gave GAA glycogen -2%, TexasRed fluor -1%, GAA spleen mod -2%, TRb-SRC2 inh 0%, L3MBTL1 block 3%, GAA inhib -4%, GoLoco inh red 6% and RECQ1 inh -10%.
For CC1(C)CC(=O)C2=C(C1)C(c1cn(-c3ccccc3)nc1-c1ccccc1)C(C#N)=C(N)O2 (centres undefined) the results were GAA glycogen -13%, TexasRed fluor -17%, GAA spleen mod -6%, TRb-SRC2 inh 0%, L3MBTL1 block 0%, GAA inhib -7%, GoLoco inh red -2% and RECQ1 inh -6%.
`O=C(NCc1cccs1)c1nc(-c2cccs2)no1` gave GAA glycogen 6%, TexasRed fluor 2%, GAA spleen mod 6%, TRb-SRC2 inh -3%, L3MBTL1 block 11%, GAA inhib 1%, GoLoco inh red -13% and RECQ1 inh inactive.
Screening Cc1noc(C(=O)Nc2ccccc2C(F)(F)F)c1Cl returned GAA glycogen -3%, TexasRed fluor 1%, GAA spleen mod -4%, TRb-SRC2 inh -14%, L3MBTL1 block 8%, GAA inhib 2%, GoLoco inh red 2% and RECQ1 inh -11%.
`CO/N=C/C(=N\Nc1ccc(OC)cc1)C(=O)c1ccc(OC)cc1` gave GAA glycogen -9%, TexasRed fluor -6%, GAA spleen mod 6%, TRb-SRC2 inh 1%, GAA inhib -5%, GoLoco inh red 5% and RECQ1 inh -9%.
Screening Cc1ccccc1NC(=S)NCCc1c[nH]c2ccccc12 returned GAA glycogen 8%, TexasRed fluor 0%, GAA spleen mod -9%, TRb-SRC2 inh -1%, L3MBTL1 block -21%, GAA inhib -9%, GoLoco inh red 22% and RECQ1 inh -7%.
`CCCC(=O)NC(c1ccco1)c1cc([N+](=O)[O-])c2cccnc2c1O` (centres undefined) gave GAA glycogen 7%, TexasRed fluor -4%, GAA spleen mod 4%, TRb-SRC2 inh 3%, GAA inhib -8%, GoLoco inh red -1% and RECQ1 inh -9%.
O=C1CCCC(O)=C1N=Nc1ccc2ncsc2c1 was read as GAA glycogen 4%, TexasRed fluor -1%, GAA spleen mod -7%, TRb-SRC2 inh 4%, L3MBTL1 block 25µM*, GAA inhib -4%, GoLoco inh red 5% and RECQ1 inh 6%.
`c1cnc(N2CCN(Cc3ccc4c(c3)OCO4)CC2)cn1` gave GAA glycogen 4%, TexasRed fluor -1%, GAA spleen mod -6%, TRb-SRC2 inh -4%, L3MBTL1 block -14%, GAA inhib -2%, GoLoco inh red 8% and RECQ1 inh -10%.
Screening COc1ccc(CCNC(=O)CCCOc2ccc(C)cc2)cc1OC returned GAA glycogen 8%, TexasRed fluor 1%[53 µM], GAA spleen mod 2%, TRb-SRC2 inh 0%[53 µM], L3MBTL1 block -1%, GAA inhib 3%, GoLoco inh red 0% and RECQ1 inh -11%.
`CC(C(O)c1ccc(O)cc1)N1CCC(Cc2ccccc2)CC1` (centres undefined) gave GAA glycogen inconclusive, TexasRed fluor 1%&-2%&1%&0%&1%, GAA spleen mod 2%&-3%&3%&-4%&-6%, TRb-SRC2 inh 0%&0%&0%&-5%&8%, L3MBTL1 block 2%&8%, GAA inhib -7%[15.4 µM], GoLoco inh red 11%&-1%&11%&-3% and RECQ1 inh -1%&-4%&14%.
For CC(NC(=O)OC1CCCCC1)N1C(=O)C2C3C=CC(C3)C2C1=O (centres undefined) the results were GAA glycogen 8%, TexasRed fluor -2%, GAA spleen mod -14%, TRb-SRC2 inh -1%, L3MBTL1 block 5%, GAA inhib 4%, GoLoco inh red -4% and RECQ1 inh inactive.
`COc1ccc(S(=O)(=O)N2CCCN(Cc3cccc(F)c3)CC2)cc1` gave GAA glycogen 4%, TexasRed fluor 1%, GAA spleen mod -5%, TRb-SRC2 inh 0%, L3MBTL1 block 5%, GAA inhib -1%, GoLoco inh red -11% and RECQ1 inh -10%.

Compound activity as filed in PubChem.
